Source: PubChem
AHR activator = human AHR activation; activation, % at 5 µM; AHR-responsive luciferase reporter cells, luminescence; 320,000 tested, 2.5% active; in the data active means activation above about 47%;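 further: 0% = vehicle wells and 100% = reference agonist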
PAFAH1B2 inh = blocks human PAF acetylhydrolase 1b catalytic subunit 2; P68402; recombinant PAFAH1B2, FP-rhodamine activity probe, fluorescence polarization; inhibition, % at 3.39 µM; 340,000 tested, 1.2% active;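 active means inhibition above the mean of all tested compounds plus 3 SD, cut at about 24% in these data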;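 further: 0% = enzyme with DMSO and 100% = wells lacking PAFAH1B2; many of its hits are not listed in these tables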
Fam108B inh = counter-screen for RBBP9 inhibitors: inhibitors of mouse Fam108B; recombinant Fam108B, FP-Rh probe fluorescence polarization; inhibition, % at 9.51 µM; 300,000 tested, 0.33% active; AID 1947;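 active means inhibition above the screen mean inhibition plus 3 SD, computed separately per campaign, cut at about 18% in these data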;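 further: inhibitors lower polarization as less probe binds the enzyme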
GLD-1 RNA inh = GLD-1-TGE RNA interaction inhibition (C. elegans) | AID 2280 | 320,000 tested, 0.44% active | Q17339 | purified GLD-1 + fluorescein TGE RNA, fluorescence polarization | inhibition, % at 5.96 µM;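 active means percent inhibition above a per-plate cutoff, the plate mean of test compounds plus 3 SD, cut at about 30% in these data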;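 further: 0% = DMSO wells with GLD-1 and probe and 100% = wells lacking GLD-1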
BCLXL inh = inhibitors of human Bcl-xL | inhibition, % at 10.9 µM | AID 2129 | GST-Bcl-xL / FITC-Bim BH3 peptide fluorescence polarization | 320,000 tested, 0.7% active | Q07817;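 active means inhibition above the mean of all tested compounds plus 3 SD, cutoff set per campaign, cut at about 30% in these data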;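 further: 0% = DMSO wells and 100% = unlabeled Bim-BH3 peptide competitor; inhibitors lower millipolarization by displacing the labeled peptide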
Target sequence (Q07817 whole entry, looked up): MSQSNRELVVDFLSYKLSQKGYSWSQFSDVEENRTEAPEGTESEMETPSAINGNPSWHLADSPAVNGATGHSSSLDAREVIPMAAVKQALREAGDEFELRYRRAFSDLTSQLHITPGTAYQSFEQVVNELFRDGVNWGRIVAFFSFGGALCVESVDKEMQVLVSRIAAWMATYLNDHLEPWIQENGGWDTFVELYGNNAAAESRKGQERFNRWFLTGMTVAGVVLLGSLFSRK
PME-1 inh = PME-1 (human) inhibition; Q9Y570; recombinant PME-1, FP-Rh probe fluorescence polarization; inhibition, % at 5.9 µM; 320,000 tested, 0.53% active; AID 2130;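 active means inhibition above the campaign mean of all compounds plus 3 SD, cut at about 26% in these data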;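 further: competitive labeling of PME-1 active site by serine hydrolase directed probe; 0% = PME-1 with DMSO and 100% = wells lacking PME-1 enzyme; inhibitors block probe labeling so polarization falls and inhibition rises; many of its hits are not listed in these tables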
Target sequence (Q9Y570 whole entry, looked up): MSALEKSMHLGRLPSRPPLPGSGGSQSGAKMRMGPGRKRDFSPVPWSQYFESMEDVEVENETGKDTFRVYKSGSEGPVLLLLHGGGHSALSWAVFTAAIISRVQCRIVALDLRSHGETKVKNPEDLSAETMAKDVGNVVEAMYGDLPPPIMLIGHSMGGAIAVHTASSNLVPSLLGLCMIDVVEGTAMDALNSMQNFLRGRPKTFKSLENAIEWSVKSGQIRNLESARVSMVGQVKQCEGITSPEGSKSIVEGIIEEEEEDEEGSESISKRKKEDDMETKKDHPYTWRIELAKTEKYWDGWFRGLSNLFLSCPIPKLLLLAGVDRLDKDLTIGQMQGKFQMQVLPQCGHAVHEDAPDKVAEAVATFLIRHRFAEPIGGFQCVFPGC
MCL1-BIM inh = inhibitors of human MCL1 binding to BIM-BH3 peptide | inhibition, % at 10.9 µM | GST-MCL1 / FITC-Bim-BH3 fluorescence polarization | 320,000 tested, 0.68% active | AID 2057;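 active means inhibition above the mean inhibition of all tested compounds plus 3 SD, set per campaign, cut at about 40% in these data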;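 further: 0% = DMSO wells and 100% = unlabeled Bim-BH3 peptide control; higher means more loss of mP so more displacement of Bim peptide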
Target sequence (Q07820 whole entry, looked up): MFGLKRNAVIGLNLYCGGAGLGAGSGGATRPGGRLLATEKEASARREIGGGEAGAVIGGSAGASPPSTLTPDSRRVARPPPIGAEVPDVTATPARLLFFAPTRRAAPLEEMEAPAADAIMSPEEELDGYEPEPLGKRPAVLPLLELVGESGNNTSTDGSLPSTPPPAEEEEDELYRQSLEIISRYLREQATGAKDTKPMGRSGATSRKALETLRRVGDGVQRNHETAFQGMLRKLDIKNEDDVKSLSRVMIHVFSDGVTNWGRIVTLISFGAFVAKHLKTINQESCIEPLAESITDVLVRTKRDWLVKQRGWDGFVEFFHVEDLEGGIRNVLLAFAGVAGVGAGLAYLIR
pPAFAH FP inh = pPAFAH (human) enzyme inhibition | Q13093 | recombinant pPAFAH, FP-rhodamine probe fluorescence polarization | inhibition, % at 3.39 µM | 330,000 tested, 1.5% active;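 active means inhibition above the mean inhibition across the screen plus 3 SD, cut at about 25% in these data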;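 further: inhibitors block binding of the rhodamine activity-based probe so polarization drops; 0% = enzyme with DMSO and 100% = wells lacking pPAFAH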
MEX-5 binding = C. elegans MEX-5 TCR-2 RNA binding activity. activity score (negative = inhibition of binding), % at 10 µM. 300,000 tested, 0.38% active. Q9XUB2. MEX-5/FITC-TCR2 RNA binding, fluorescence polarization; active compounds read low;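 active means inhibition past about -25% in most replicates, and total fluorescence under double the plate's negative control median, limit read from the data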;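 further: 0% = DMSO and -100% = 5 µM competing unlabeled TCR2 RNA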
Starred values were filed as active, the others as inactive; · = not tested or not shown. Not all compounds are listed, so the mix of outcomes need not match the whole.

Order of results – AHR activator | PAFAH1B2 inh | Fam108B inh | GLD-1 RNA inh | BCLXL inh | PME-1 inh | MCL1-BIM inh | pPAFAH FP inh | MEX-5 binding
COc1cc(S(=O)(=O)N2CCn3cccc3C2C)ccc1NC(C)=O (stereo not given)
    1 | 8 | · | 3 | · | · | · | 3 | ·
CN(C)CCCN(C(=O)c1ccco1)c1nc2ccc(Br)cc2s1
    -8 | 0 | 0 | -3 | 8 | 0 | 2 | 2 | 0.2
Cc1ccccc1OCC(=O)Nc1ccc(NC(=O)c2ccco2)cc1
    5 | 2 | -6 | 0 | -1 | -8 | 4 | -8 | -1.1
Cc1cc(=O)[nH]c(CN2CCOCC2)n1
    -2 | 6 | 0 | 8 | 0 | 2 | -2 | 1 | -1.6
Cc1ccc(S(=O)(=O)/N=C2/NC(=O)/C(=C/c3cccnc3)S2)cc1
    -1 | 16 | 1 | 3 | 9 | 2 | 4 | -4 | -1.0
CCOc1cc(/C=C2\C(=O)ON=C2c2ccccc2)ccc1OC
    3 | 11 | -3 | 4 | 2 | -2 | 1 | 2 | 2.2
CN(C)S(=O)(=O)n1cc(/C=C(\NC(=O)c2ccccc2Cl)C(=O)N2CCOCC2)c2ccccc21
    0 | 4 | -2 | 2 | 5 | -1 | 4 | -2 | -3.6
COc1ccc(C(=O)NCCNC(C)=O)cc1S(=O)(=O)NCc1ccc(Cl)cc1
    -5 | 5 | 0 | 2 | 2 | -3 | 6 | -2 | 1.3
COc1ccccc1CNC(=O)CSc1ccsc1[N+](=O)[O-]
    15 | -4 | 2 | 9 | 11 | 3 | 29 | 5 | -1.2
O=C(COC(=O)CSc1ccc2ccccc2c1)Nc1ccccc1OC(F)F
    3 | 8 | 4 | -1 | 2 | 0 | 9 | 13 | 2.1
Cc1cccc(NC(=O)c2cc(=O)c3ccccc3o2)c1
    35 | -3 | -1 | 13 | 6 | 5 | 1 | 4 | -2.8
CC(C)(C)CC(C)(C)NC(=O)Nc1cccc([N+](=O)[O-])c1
    2 | 14 | -2 | -3 | -1 | 4 | -4 | -2 | -0.7
O=C(COC(=O)c1cc([N+](=O)[O-])ccc1N1CCOCC1)Nc1c(Cl)cccc1Cl
    -2 | 6 | -3 | 3 | -7 | 7 | -18 | 3 | -1.8
CC(C)CC(=O)Nc1nnc(SCC(=O)NCc2ccc3c(c2)OCO3)s1
    3 | 2 | -3 | 6 | 3 | 0 | -1 | -1 | -0.3
CCC(=O)Nc1ccc(NC(=O)c2cccc(OC)c2)nc1
    16 | 0 | -1 | 1 | 3 | 8 | 7 | 1 | 1.1
CSCCC(NC(=O)c1cccc(S(=O)(=O)N2CCOCC2)c1)C(=O)Nc1ccc(F)cc1 (stereo not given)
    9 | -1 | 1 | 2 | 5 | 0 | -4 | -6 | -7.3
CCOC(=O)C1CCCN(Cc2nc3ccc([N+](=O)[O-])cc3c(=O)n2-c2ccc(OC)cc2OC)C1 (stereo not given)
    24 | 6 | -7 | 1 | 6 | 7 | -1 | 0 | -2.8
CN(C)C1=NC[C@H](Cc2ccccc2)N1CCCC1CCCC1
    1 | 0 | 1 | 4 | 5 | 4 | -4 | 3 | ·
CNC(=O)N(O)C1N(C)C(=O)N(CC(=O)OC)C1(C)C (stereo not given)
    1 | 4 | 1 | -1 | -2 | -3 | -7 | 6 | 0.7
CC(=O)Nc1ccc(S(=O)(=O)N2CCN(c3cc(C)nc4ccccc34)CC2)cc1
    2 | 1 | -4 | -11 | 3 | -1 | -2 | 1 | -1.1
C=CCN1C(=O)C2C3C=CC(C2C1=O)C1C2C(=O)N(CC=C)C(=O)C2C31 (stereo not given)
    1 | 2 | -1 | -8 | 6 | -6 | 1 | -4 | -6.0
Cc1ccc(CNC(=O)c2cc3c(s2)CS(=O)(=O)C3)cc1
    -1 | 1 | -3 | 2 | 5 | -3 | 5 | 9 | -0.2
COc1ccc(/C(C)=N/NC(=O)C2CC2)cc1
    21 | 5 | 6 | 7 | -1 | -1 | -1 | -3 | 2.0
Cc1cccc2c(=O)cc(C)n(Cc3ccccc3)c12
    6 | 5 | 4 | 2 | 3 | -4 | 3 | 13 | 3.4
O=C1CCCN1c1ccc(C(=O)N(Cc2nnc(-c3ccc(Cl)cc3)o2)C2CC2)cc1
    0 | 1 | 0 | -2 | -2 | 5 | -4 | 3 | -2.0
O=C(COc1ccc([N+](=O)[O-])cc1)NNC(=O)c1cccnc1
    0 | 4 | -1 | -3 | 0 | -4 | -4 | 3 | -2.5
O=C(NCC1CCCCC1)C1CCCN(C(=O)NC2CCCCC2)C1 (stereo not given)
    2 | 4 | 0 | -3 | -4 | -11 | -2 | -6 | 1.4
CC(C)CC(=O)Nc1nnc(SCC(=O)NCc2ccco2)s1
    3 | 2 | -1 | 2 | 1 | -3 | -4 | 3 | 0.9
COC(=O)Nc1ccc(S(=O)(=O)N2CCCC(C(=O)N3CCOCC3)C2)cc1 (stereo not given)
    -1 | 3 | 5 | 1 | 7 | 2 | 5 | 0 | -5.0
Cc1ccc(Cn2c(C3CCCN3c3nc(-c4cc(Cl)c(N)c(Cl)c4)cs3)nc3cc(Cl)c(Cl)cc32)cc1 (stereo not given)
    30 | -4 | -5 | -3 | -2 | -7 | -3 | 11 | 1.5
CCOC(=O)c1cc(NC(=O)N2CCCCC2)c(C)nc1C
    1 | 5 | 4 | -1 | 3 | -4 | -4 | -1 | -2.2
COc1cc(/C=C2\SC(=S)N(C(C(=O)O)c3ccccc3)C2=O)cc(OC)c1OC (stereo not given)
    -3 | -2 | -6 | -10 | 4 | 3 | 6 | 8 | -4.4
CCOC(=O)c1nn(-c2ccc(Cl)cc2)c2nc(Nc3ccccc3)cc(=O)n12
    10 | -2 | -3 | -4 | -1 | -13 | 3 | 2 | -0.8
Cc1ccc(NC(=O)CCC(=O)c2cccs2)cc1
    0 | -1 | 2 | 4 | 6 | 3 | 2 | 7 | 1.0
NC(=O)Cn1c(-c2nonc2N)nc2ccccc21
    0 | -11 | -2 | -3 | 6 | -1 | 6 | 3 | -3.8
Cc1ccc(Sc2ccc(CN3CCCCC3)cc2[N+](=O)[O-])cc1
    0 | 1 | 6 | 2 | 0 | 5 | -2 | 6 | 0.2
COc1cc(-c2nc(Cc3c(F)cccc3Cl)no2)cc(OC)c1OC
    0 | 2 | -1 | 1 | 6 | 0 | 2 | 3 | -0.1
CCC(C)COC(c1ccccc1)(c1ccccc1)C(Oc1nc(C)cc(C)n1)C(=O)O (stereo not given)
    0 | 9 | 1 | 7 | 0 | 0 | -1 | -5 | 1.1
CN(C)c1ccc(CNCC2CCCO2)cc1 (stereo not given)
    -1 | 4 | -4 | 5 | 9 | -6 | 14 | 6 | 0.9
COc1ccc(/C=C2\C(=N)N3N=C(CC(=O)N4CCOCC4)SC3=NC2=O)cc1
    -1 | 2 | -2 | 15 | 11 | -4 | 8 | 7 | -0.2
CC(=O)Nc1ccc(-c2sc(Nc3cccc4ccccc34)n[n+]2-c2ccccc2)cc1
    81* | -1 | -6 | -3 | 1 | -12 | -1 | -16 | -0.6
CC(=O)C(Cc1ccc(Cl)nc1)Cc1ccc(Cl)nc1
    2 | -2 | -7 | -5 | -2 | -3 | -5 | -9 | 2.2
CC(C)CN(C(=O)Cn1c(C(F)(F)F)nc2ccccc21)C1CCS(=O)(=O)C1 (stereo not given)
    0 | 6 | 3 | 1 | 3 | -4 | 0 | -1 | -0.6
COc1cccc(C(=O)NC(=S)Nc2ccccc2N2CCCC2)c1
    49* | -7 | 7 | 7 | 8 | 3 | 6 | 3 | 1.1
COc1ccc(C(=O)NC(=S)Nc2ccccc2N2CCOCC2)cc1Br
    32 | 2 | -12 | 3 | 1 | 2 | 13 | -4 | 0.7
C=CCN(c1ccc(C(=O)OC)cc1)S(=O)(=O)c1ccccc1
    -1 | 1 | 1 | 6 | 1 | 2 | -2 | 4 | 0.7
Cc1onc(-c2ccccc2)c1C(=O)NCc1ccc2c(c1)OCO2
    1 | 12 | -3 | 6 | -2 | -4 | -3 | 2 | -1.7
O=S(=O)(c1cc(Cl)ccc1Cl)N1CC2CCCN2c2ccc(C(F)(F)F)cc21 (stereo not given)
    -2 | 4 | -1 | -3 | -2 | -2 | -5 | 3 | 0.1
COc1cccc(NC(=O)CSc2nc3c(sc4ccccc43)c(=O)n2CCN(C)C)c1
    11 | 4 | -4 | -8 | 5 | -5 | 1 | -8 | 1.6
COC(=O)C1C2C=CC3(CN(Cc4ccco4)C(=O)C13)O2 (stereo not given)
    -2 | -1 | -2 | 1 | 2 | -1 | -2 | 2 | 0.2
O=C(Nc1cc2c(cc1C(=O)O)OCCCO2)c1ccc(F)cc1F
    3 | 1 | 0 | 2 | 3 | -7 | 3 | 4 | 0.8
Cc1ccc(S(=O)(=O)N2CCOCC2)cc1C(=O)Nc1ccc2c(c1)OCCO2
    2 | 0 | · | 1 | 2 | -1 | -6 | -1 | ·
CCN(Cc1ccccc1)C(=O)c1cc2c(=O)oc3ccc(C)cc3c2s1
    -3 | 3 | -9 | 9 | 2 | -4 | 3 | -2 | -0.2
CCCCc1cc(=O)oc2cc(C)cc(OCC(=O)NCC3CCC(C(=O)O)CC3)c12 (stereo not given)
    0 | 5 | 2 | 3 | 1 | -2 | 3 | 2 | -0.6
CCOc1ccsc1C(=O)O
    -2 | 3 | -3 | -1 | 6 | 4 | 3 | 0 | 1.8
Cn1c[n+](C)cc1-c1ccc(/C(N)=N/O)cc1
    2 | 1 | 5 | 1 | -2 | -2 | -4 | 0 | -1.0
COc1ccc(/C=C/C(=O)NCc2cn(C)nc2C)cc1COc1ccc(Cl)cc1Br
    -13 | 0 | -5 | 2 | -5 | -4 | -9 | 0 | 0.1
CC(NC(=O)C1CCC(=O)N1Cc1ccccc1Cl)c1ccccc1 (stereo not given)
    0 | 5 | -1 | 6 | 3 | -1 | -4 | 6 | 0.6
COc1ccccc1NC(=O)NCC(c1ccco1)N1CCCCC1 (stereo not given)
    6 | 7 | -2 | 1 | 1 | 3 | -12 | 9 | -2.3
COc1ccc(CCn2cnc3c([nH]c4ccccc43)c2=O)cc1
    35 | 6 | -1 | 2 | 4 | -5 | 5 | 0 | -6.8
Cc1ccc2cc(CN(c3ccc(C)c(C)c3)S(C)(=O)=O)c(=O)[nH]c2c1
    4 | 6 | -1 | 2 | 2 | 2 | 4 | 3 | 0.5
CCOc1ccc(CN2CCNC(=O)C2CC(=O)N(C)C2CCCCC2)cc1 (stereo not given)
    0 | 2 | -3 | 9 | 9 | 0 | 6 | -2 | 1.2
